PREPL inhibitor: PREPL enzyme inhibitors, primary screen, biochemical, fluorescence polarization | Prolyl endopeptidase-like (Homo sapiens), Q4J6C6 | recombinant PREPL, fluorescence polarization activity-based probe | inhibition, % at 5.96 µM | hit rate 0.68% among 320,000; in the data active means inhibition above about 43%;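 further: 0% = enzyme with DMSO and 100% = wells lacking enzyme; many of its hits are not listed in these tables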
pPAFAH inh: pPAFAH enzyme inhibitors, primary screen, biochemical, fluorescence polarization, human; recombinant pPAFAH, FP-rhodamine probe fluorescence polarization; inhibition, % at 3.39 µM; hit rate 1.5% among 330,000; AID 463082, 2010;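 active means inhibition above the mean inhibition across the screen plus 3 SD, cut at about 25% in these data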;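 further: inhibitors block binding of the rhodamine activity-based probe so polarization drops; 0% = enzyme with DMSO and 100% = wells lacking pPAFAH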
PAFAH1B2 inh: PAFAH1B2 enzyme inhibitors, primary screen, biochemical, fluorescence polarization, human. hit rate 1.2% among 340,000. Platelet-activating factor acetylhydrolase IB subunit alpha2 (Homo sapiens), P68402. AID 492953, 2010. recombinant PAFAH1B2, FP-rhodamine activity probe. inhibition, % at 3.39 µM;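 active means inhibition above the mean of all tested compounds plus 3 SD, cut at about 24% in these data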;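 further: 0% = enzyme with DMSO and 100% = wells lacking PAFAH1B2; many of its hits are not listed in these tables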
Target sequence (P68402 whole entry, looked up): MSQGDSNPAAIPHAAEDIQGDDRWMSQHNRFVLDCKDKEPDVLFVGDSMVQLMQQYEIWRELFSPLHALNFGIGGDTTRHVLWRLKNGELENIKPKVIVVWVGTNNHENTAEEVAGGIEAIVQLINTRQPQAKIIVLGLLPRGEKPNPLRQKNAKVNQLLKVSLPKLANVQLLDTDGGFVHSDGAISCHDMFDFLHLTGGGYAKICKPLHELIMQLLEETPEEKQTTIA
GSTO1 counter: inhibitors of recombinant GSTO1, primary screen, counter-screen for RBBP9 inhibitor project, biochemical, fluorescence polarization. AID 1974, 2009. activity-based probe fluorescence polarization. hit rate 1.1% among 300,000. inhibition, % at 5.96 µM. Glutathione S-transferase omega-1 (Homo sapiens), P78417;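 active means inhibition above the campaign mean inhibition plus 3 SD, cut at about 35% in these data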;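 further: 0% = GSTO1-1 with DMSO and 100% = wells lacking GSTO1-1 enzyme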
Target sequence (P78417 whole entry, looked up): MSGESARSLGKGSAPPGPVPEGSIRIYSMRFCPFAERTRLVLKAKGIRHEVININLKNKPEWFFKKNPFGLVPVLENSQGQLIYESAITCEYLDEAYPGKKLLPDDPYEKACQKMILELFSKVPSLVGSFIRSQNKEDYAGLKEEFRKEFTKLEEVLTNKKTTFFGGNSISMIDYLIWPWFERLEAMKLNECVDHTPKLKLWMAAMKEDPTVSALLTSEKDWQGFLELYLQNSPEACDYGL
LYPLA2 counter: LYPLA2 inhibitors, primary screen, counter-screen for PME1 inhibitor project, biochemical, fluorescence polarization, FP-Rh probe ABPP | Acyl-protein thioesterase 2 (Homo sapiens), O95372 | recombinant LYPLA2 | inhibition, % at 5.9 µM | hit rate 0.38% among 320,000 | AID 2177, 2009;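 active means inhibition above the screen-wide mean plus 3 SD, limit set per campaign, cut at about 26% in these data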;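 further: 0% = LYPLA2 with DMSO and 100% = wells lacking LYPLA2 enzyme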
Target sequence (O95372 whole entry, looked up): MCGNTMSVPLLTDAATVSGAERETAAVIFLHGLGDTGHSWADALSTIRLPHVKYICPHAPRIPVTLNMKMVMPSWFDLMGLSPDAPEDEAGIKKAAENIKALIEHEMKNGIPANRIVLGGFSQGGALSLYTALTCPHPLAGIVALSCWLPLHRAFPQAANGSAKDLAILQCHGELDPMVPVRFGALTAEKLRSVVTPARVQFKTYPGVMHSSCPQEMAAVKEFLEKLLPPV
PME-1 primary: PME-1 inhibitors via competitive probe labeling, primary screen, biochemical, fluorescence polarization, FP-Rh probe, HTS; recombinant PME-1; inhibition, % at 5.9 µM; hit rate 0.53% among 320,000;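 active means inhibition above the campaign mean of all compounds plus 3 SD, cut at about 26% in these data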;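 further: competitive labeling of PME-1 active site by serine hydrolase directed probe; 0% = PME-1 with DMSO and 100% = wells lacking PME-1 enzyme; inhibitors block probe labeling so polarization falls and inhibition rises; many of its hits are not listed in these tables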
PAFAH1B3 FP inh: PAFAH1B3 enzyme inhibitors, primary screen, biochemical, fluorescence polarization, human; Platelet-activating factor acetylhydrolase IB subunit alpha1 (Homo sapiens), Q15102; recombinant PAFAH1B3, FP-rhodamine probe; inhibition, % at 3.39 µM; hit rate 0.28% among 340,000; AID 492972, 2010;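 active means inhibition above the screen-wide average of all tested compounds plus 3 SD, cut at about 25% in these data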;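 further: 0% = enzyme with DMSO only and 100% = wells lacking PAFAH1B3 protein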
PAD4 FP inh: human PAD4 inhibitors, primary screen, biochemical, fluorescence polarization, 1536-well format. Protein-arginine deiminase type-4 (Homo sapiens), Q9UM07. recombinant PAD4, RCA probe fluorescence polarization. inhibition, % at 6.36 µM. hit rate 0.41% among 330,000;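 active means percent inhibition above a cutoff equal to the mean of all tested compounds plus 3 SD, cut at about 15% in these data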;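 further: 0% = PAD4 with RCA probe and DMSO and 100% = probe without PAD4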
LYPLA1 inh: LYPLA1 inhibitors, primary screen, counter-screen for PME1 inhibitor project, biochemical, fluorescence polarization, FP-Rh probe ABPP; Acyl-protein thioesterase 1 (Homo sapiens), O75608; recombinant LYPLA1; inhibition, % at 5.9 µM; hit rate 0.16% among 320,000; AID 2174, 2009;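 active means inhibition above the mean of all tested compounds plus 3 SD, set per campaign, cut at about 14% in these data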;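 further: inhibitors block serine hydrolase probe labeling of LYPLA1 so polarization falls; 0% = enzyme with DMSO and 100% = wells lacking LYPLA1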
Target sequence (O75608 whole entry, looked up): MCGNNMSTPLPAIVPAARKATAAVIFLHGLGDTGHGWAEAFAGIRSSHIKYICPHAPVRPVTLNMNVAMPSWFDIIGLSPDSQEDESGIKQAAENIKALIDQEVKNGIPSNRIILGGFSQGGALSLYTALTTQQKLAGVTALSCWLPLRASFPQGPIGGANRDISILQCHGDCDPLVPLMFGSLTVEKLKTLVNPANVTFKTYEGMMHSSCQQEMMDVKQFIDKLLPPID
Numbers without * were called inactive; . = not tested or not shown. An excerpt. The share of hits here may be higher or lower than overall.

SMILES	PREPL inhibitor	pPAFAH inh	PAFAH1B2 inh	GSTO1 counter	LYPLA2 counter	PME-1 primary	PAFAH1B3 FP inh	PAD4 FP inh	LYPLA1 inh
O=C1c2sc3nc4c(c(=O)n3c2C(=O)N1c1ccccc1)CCC4	-1.7	4.9	1.4	-0.6	9.1	-2.0	3.5	-2.0	-2.2
CC(C)(C)c1ccc(C(=O)Nc2ccc(O)c3c(=O)cc(-c4cccc(Cl)c4)oc23)cc1	0.4	-2.4	6.2	7.4	-11.1	-1.3	12.7	0.2	-1.1
CCCOc1ccc(C2C(C(=O)/C=C/c3ccco3)=C(O)C(=O)N2CCN2CCOCC2)cc1OC (configuration not stated)	3.1	12.5	2.8	23.6	-8.7	-9.5	2.7	-5.3	-5.2
N#CCCn1cc(/C=N/NC(=O)c2ccncc2)c(-c2ccccc2)n1	13.9	3.1	0.5	10.4	-1.1	-0.5	1.4	-1.8	-0.8
CCc1ccc(OCC(O)CN2CCCC2)cc1 (configuration not stated)	9.3	0.8	0.1	5.7	3.3	-4.7	7.9	3.6	0.7
Cc1ccc(C(C#N)c2ccc(Cl)nn2)cc1 (configuration not stated)	13.8	0.3	12.1	-5.7	-3.4	-6.5	1.0	-2.7	2.7
Cc1onc(-c2c(Cl)cccc2Cl)c1C(=O)N1CCc2ccccc21	0.2	9.0	4.8	0.5	-3.3	-1.7	-3.4	0.3	-4.8
N#CCCN(Cc1cccnc1)C(=S)NC(=O)c1ccco1	10.3	3.1	2.4	2.3	0.1	-2.8	2.8	0.9	-0.1
CC(C)C(=O)Nc1ccc(C(=O)c2ccccc2)cc1	4.3	3.8	4.7	-5.8	2.1	1.4	7.7	-2.1	-0.9
O=S1(=O)CC(O)C(Nc2ccc(Cl)cc2)C1 (configuration not stated)	-114.9	-4.1	1.1	8.0	11.9	-5.8	-1.3	-1.2	4.6
COCCNC(=O)c1c(C)cc(C)cc1C	-3.2	-2.8	1.7	4.0	0.1	-5.1	7.0	0.6	-2.7
Cc1ccc(-n2cc(C(=O)c3ccc(N4CCN(C)CC4)cc3)nn2)cc1Cl	37.7	6.9	4.8	-9.0	6.1	0.4	4.6	-3.4	-1.0
N#Cc1c(Sc2ncc(C(F)(F)F)cc2Cl)nsc1C/C=N\OCc1c(F)cccc1Cl	-0.6	3.9	3.6	-9.9	0.4	2.7	4.0	-8.6	-2.7
CCC(=O)c1c[nH]c(C(=O)NCC2CCCO2)c1 (configuration not stated)	0.4	3.6	-5.2	3.8	3.4	3.9	5.7	-9.5	-0.4
Cc1cc(C)c(NS(=O)(=O)c2c(C)noc2C)c(C)c1	-18.7	3.2	1.7	5.5	1.7	-1.1	9.4	3.9	-1.4
CCSC1=C(C#N)C(c2ccccc2C)CC(=O)N1 (configuration not stated)	-7.3	2.0	3.9	7.4	-5.9	-5.5	9.3	-0.8	-4.9
Cc1cccc(N=C2NN=C(c3ccccc3F)CS2)c1C	12.4	9.7	0.4	9.7	9.5	0.3	7.5	-12.6	-0.3
CNC(=S)NNC(=O)c1ccccc1Br	0.6	-5.1	-0.5	-2.1	-0.3	0.7	10.0	2.6	-1.4
Cc1ccc(S(=O)(=O)N2CCCC2C(=O)NCc2ccccc2Cl)cc1 (configuration not stated)	-3.1	2.2	-3.9	1.3	3.2	-5.2	10.7	0.7	0.7
O=C(c1cn(CC(=O)N2CCCCC2)c2ccccc12)C1CC1	-1.1	0.1	2.8	4.3	-3.1	-4.4	7.7	-1.8	1.3
CN(C)C(=O)Cn1c(SCC(=O)N2CCCc3ccccc32)nc2ccccc21	13.1	-10.6	3.4	0.4	-8.9	-9.4	2.4	-10.6	-2.8
CC(NC(=O)CCN1N=C(c2ccccc2)CCC1=O)c1ccc2c(c1)OCCO2 (configuration not stated)	-1.4	1.6	.	-4.0	4.8	-0.9	.	0.6	0.6
CC(=O)Nc1ccc(Oc2cncc(Cl)c2)nc1	-5.1	1.1	5.6	-2.0	2.5	2.2	8.8	1.0	-0.2
Clc1ccc(Cn2cnc3ccccc32)cc1	-20.4	-12.9	18.1	9.0	7.3	-2.4	3.1	-2.1	4.9
CC(C)CCCNc1nc(N2CCOCC2)nc(N2CCOCC2)n1	-1.0	3.3	5.9	-0.6	-4.2	0.2	6.0	-0.2	1.5
Oc1cc(-c2ccc(N3CCCCC3)nc2)cc2cccnc12	24.5	20.1	6.6	.	.	.	14.0	-2.6	.
N#CN(CC(N)=O)c1nc(N2CCCCC2)nc(N2CCCCC2)n1	9.5	6.7	1.3	-11.7	3.4	1.2	1.0	0.4	-1.8
O=C(Nc1cccc(C(F)(F)F)c1)Oc1ccccc1N1CCOCC1	11.4	-5.2	1.6	-3.2	1.6	-10.5	0.9	4.5	1.0
Cc1cc(C)c(NC(=S)N(C)C)c(C)c1	2.1	1.2	-0.6	-0.3	5.4	2.5	1.7	0.9	1.5
O=C(N/C(=C/c1ccc([N+](=O)[O-])cc1)C(=O)N1CCCC1)c1ccccc1	4.7	5.0	0.6	-7.7	1.0	-1.9	-0.6	3.8	-2.0

Arranged by heavy-atom count (rising): some entries from above
SMILES	PREPL inhibitor	pPAFAH inh	PAFAH1B2 inh	GSTO1 counter	LYPLA2 counter	PME-1 primary	PAFAH1B3 FP inh	PAD4 FP inh	LYPLA1 inh
CC(=O)Nc1ccc(Oc2cncc(Cl)c2)nc1	-5.1	1.1	5.6	-2.0	2.5	2.2	8.8	1.0	-0.2
CCSC1=C(C#N)C(c2ccccc2C)CC(=O)N1 (configuration not stated)	-7.3	2.0	3.9	7.4	-5.9	-5.5	9.3	-0.8	-4.9
O=C(c1cn(CC(=O)N2CCCCC2)c2ccccc12)C1CC1	-1.1	0.1	2.8	4.3	-3.1	-4.4	7.7	-1.8	1.3
N#CN(CC(N)=O)c1nc(N2CCCCC2)nc(N2CCCCC2)n1	9.5	6.7	1.3	-11.7	3.4	1.2	1.0	0.4	-1.8
Cc1ccc(S(=O)(=O)N2CCCC2C(=O)NCc2ccccc2Cl)cc1 (configuration not stated)	-3.1	2.2	-3.9	1.3	3.2	-5.2	10.7	0.7	0.7
CN(C)C(=O)Cn1c(SCC(=O)N2CCCc3ccccc32)nc2ccccc21	13.1	-10.6	3.4	0.4	-8.9	-9.4	2.4	-10.6	-2.8

Next part
SMILES	PREPL inhibitor	pPAFAH inh	PAFAH1B2 inh	GSTO1 counter	LYPLA2 counter	PME-1 primary	PAFAH1B3 FP inh	PAD4 FP inh	LYPLA1 inh
CN(c1ccccc1)S(=O)(=O)c1nnc(NC(=O)COc2ccccc2F)s1	-9.2	4.8	8.9	-43.8	-5.3	-10.5	4.3	6.0	-3.6
Cc1ccccc1CN1CCC(N2CCC(C(=O)NCC3CCCO3)CC2)CC1 (configuration not stated)	21.1	7.6	-1.7	0.9	0.9	-4.2	7.7	-1.4	1.3
NNc1nc2c(Cl)ccc(Cl)c2s1	9.8	2.9	4.4	-7.8	-4.7	12.7	-0.2	0.7	-7.5
CC(C(=O)N1CCCCC1)N(C)CC(=O)Nc1cccc(F)c1 (configuration not stated)	16.4	3.6	.	.	4.8	-2.5	.	-0.2	-1.1
N#Cc1cc(C(=O)c2cc(F)ccc2O)cn(-c2nccs2)c1=O	10.5	11.1	2.5	8.8	-14.4	-1.8	2.1	-8.5	-8.8
O=C(O)C1C2C=CC3(O2)C1C(=O)N1c2ccccc2C2OCCC2C13 (configuration not stated)	8.0	1.6	-0.4	5.4	-1.9	-1.0	-0.9	4.7	3.4
COCCn1c(SCC(=O)NC(C)c2ccccc2)nc2ccccc21 (configuration not stated)	-5.9	-4.8	9.2	-3.7	3.0	-2.5	2.6	1.0	-0.3
CCn1c(SCC(=O)NC2CCCCC2)nc2ccccc2c1=O	8.6	-0.9	2.5	5.3	14.5	1.3	-1.8	2.7	0.7
CC(=O)Nc1ccc(S(=O)(=O)Nc2cccc(-c3ccc4nncn4n3)c2)cc1	5.1	3.1	0.9	-17.2	-2.7	12.3	9.3	-3.9	2.0
O=C(COC(=O)c1ccc(Br)o1)Nc1nc2c(F)c(F)c(F)cc2s1	-19.1	8.9	-16.0	-30.5	-33.5	-35.8	-9.5	-7.9	-18.9
O=C(CSc1nnc(C2CC2)n1CC1CCCO1)Nc1cccc(Cl)c1 (configuration not stated)	0.3	4.4	-3.1	3.5	5.3	-4.2	0.6	-2.5	-1.2
COc1ccc(C(=O)c2c(C)c(CCC#N)n3ccccc23)c(OC)c1	-1.7	-0.9	-3.9	4.1	-6.2	2.3	1.0	3.5	-0.2
Cc1ccc(CNC(=O)CN2C(=O)NC3(CCCC3)C2=O)cc1	-2.6	4.4	9.5	.	.	.	-0.3	-0.2	.
Nc1nc(NCCCN2CCOCC2)nc(Nc2ccc(F)cc2)c1[N+](=O)[O-]	34.3	3.0	3.4	-3.4	2.7	7.4	-4.4	-0.3	6.9
CCOC(=O)C(C)Sc1nc(-c2ccccn2)ncc1OC (configuration not stated)	7.3	4.0	2.8	9.4	-0.3	-2.9	15.1	-0.3	3.7
CCOc1ccc(Nc2cc(C)nc3ccc(C)cc23)cc1	26.0	3.5	1.0	2.7	0.3	-2.9	5.1	2.5	0.2
COc1ccc(CNC(=O)CCNS(=O)(=O)c2cccc3nsnc23)cc1	11.8	-0.5	5.5	-7.0	-4.8	3.3	3.0	-1.4	2.6
COc1ccccc1CCNC(=O)C(=O)c1cn(CC(=O)N2CCOCC2)c2ccccc12	-3.8	-8.5	12.2	0.0	-8.0	-6.2	7.6	-9.8	-5.3
c1ccc(OCc2nn3c(-c4ccccn4)nnc3s2)cc1	3.7	3.3	4.3	3.7	-9.5	-3.6	5.8	-9.3	-3.0
CC1(C)CC(NC(=O)c2cc([N+](=O)[O-])cc([N+](=O)[O-])c2)CC(C)(C)N1	9.9	-3.3	3.9	3.4	-3.2	-2.1	5.5	5.2	-4.6
O=C(N/N=C/c1ccc[nH]1)c1ccncc1	-10.5	-2.7	-0.9	14.6	2.2	-3.4	-0.8	-2.8	-0.7
C=CCOC(=O)C1=C(C)NC(C)=C(C(=O)OCC=C)C1c1ccc(O)cc1	-0.9	5.1	4.3	-7.9	-0.6	0.2	6.1	-2.0	-3.2
Cc1cnc(C(=O)OCC(=O)Nc2cc(-c3ccccc3)nn2-c2ccccc2)cn1	-8.3	-2.9	8.4	6.4	-5.0	-4.7	3.0	1.5	-2.1
O=C(O)C1CCN(C(=O)c2ccccc2C(=O)N2CCC(C(=O)O)CC2)CC1	20.7	1.8	0.4	-8.0	7.4	-0.4	6.6	0.7	0.7

Screens: PubChem BioAssay, The Scripps Research Institute Molecular Screening Center
